Compound activity: PubChem BioAssay, several laboratories
MsrA inhibitor – bovine MsrA enzyme inhibitors, primary screen, biochemical, absorbance, HTS | AID 651718, 2012 | Methionine sulfoxide reductase A (Bos taurus) | purified bovine MsrA, absorbance read-out | inhibition, % at 15.5 µM | actives 0.75% (n = 360,000); in the data active = inhibition above about 4.5%;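 also: 0% = vehicle wells with enzyme and 100% = reference inhibitor wells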
E coli Lon inh – inhibitors of E. coli Lon protease, primary screen, biochemical, fluorescence polarization; purified E. coli Lon protease; actives 0.42% (n = 360,000); P0A9M0; inhibition, % at 7.94 µM; in the data active = inhibition above about 13%, passing the limit was not always enough;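 also: 0% = enzyme with probe and DMSO and 100% = no enzyme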
SKN-1 inh – suppressors of acrylamide-induced Pgst-4::GFP reporter in worms, primary screen, SKN-1 inhibitor project, whole organism, uHTS, GFP/RFP fluorescence ratio, strain VP596. C. elegans VP596 Pgst-4::GFP/RFP ratio, 24 h. inhibition, % at 21.8 µM. actives 0.49% (n = 360,000);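 active = interference check ratio from 0.5 to 1.5 plus GFP to RFP signal ratio inhibition reaching or exceeding a fixed threshold, cut at about 30% in these data, passing the limit was not always enough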; also: some compounds called inactive have numbers as strong as hits
TbMetRS inhib – T. brucei MetRS inhibitors, primary screen, biochemical, luminescence; methionyl-tRNA synthetase (Trypanosoma brucei brucei); purified T. brucei MetRS, ATP depletion, Kinase-Glo luminescence; inhibition, % at 11.9 µM; actives 0.4% (n = 360,000); AID 624268, 2012;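 active = inhibition above a per-plate cutoff of the control wells' mean inhibition plus 3 SD, cut at about 5.5% in these data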;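 also: 0% = DMSO wells median and 100% = median of wells with control inhibitor compound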
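Measured by: Kinase-Glo luciferase luminescence reporting remaining unconsumed ATP. Material: purified T. brucei MetRS enzyme. Doses: 11.9 µM compound single dose, 0.9% DMSO. Medium: HEPES buffer containing pyrophosphatase, BSA, spermine, DTT. Times: 15 min preincubation, 2 h reaction, all 25 °C. Reagent: methionine, ATP and bulk E. coli tRNA.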
bovine MsrA act – bovine MsrA enzyme activators, primary screen, biochemical, absorbance, HTS | actives 0.3% (n = 360,000) | AID 602163, 2012 | activation, % at 10.6 µM | purified bovine MsrA, absorbance read-out | Methionine sulfoxide reductase A (Bos taurus); in the data active = activation above about 7.5%;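 also: 0% = vehicle and 100% = reference activator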
NRP1-CendR mod – modulators of CendR peptide binding to NRP-1, primary screen, biochemical, fluorescence polarization, uHTS; FAM-RPARPAR peptide binding to NRP-1; inhibition, % at 25 µM; Neuropilin-1 (Homo sapiens), O14786; actives 0.85% (n = 360,000);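 active = inhibition or corrected inhibition above about 18%, plus a signal ratio from 0.5 to 1.5, limit read from the data, passing the limit was not always enough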; also: strong numbers were not always called active
Target sequence (O14786 whole entry, looked up): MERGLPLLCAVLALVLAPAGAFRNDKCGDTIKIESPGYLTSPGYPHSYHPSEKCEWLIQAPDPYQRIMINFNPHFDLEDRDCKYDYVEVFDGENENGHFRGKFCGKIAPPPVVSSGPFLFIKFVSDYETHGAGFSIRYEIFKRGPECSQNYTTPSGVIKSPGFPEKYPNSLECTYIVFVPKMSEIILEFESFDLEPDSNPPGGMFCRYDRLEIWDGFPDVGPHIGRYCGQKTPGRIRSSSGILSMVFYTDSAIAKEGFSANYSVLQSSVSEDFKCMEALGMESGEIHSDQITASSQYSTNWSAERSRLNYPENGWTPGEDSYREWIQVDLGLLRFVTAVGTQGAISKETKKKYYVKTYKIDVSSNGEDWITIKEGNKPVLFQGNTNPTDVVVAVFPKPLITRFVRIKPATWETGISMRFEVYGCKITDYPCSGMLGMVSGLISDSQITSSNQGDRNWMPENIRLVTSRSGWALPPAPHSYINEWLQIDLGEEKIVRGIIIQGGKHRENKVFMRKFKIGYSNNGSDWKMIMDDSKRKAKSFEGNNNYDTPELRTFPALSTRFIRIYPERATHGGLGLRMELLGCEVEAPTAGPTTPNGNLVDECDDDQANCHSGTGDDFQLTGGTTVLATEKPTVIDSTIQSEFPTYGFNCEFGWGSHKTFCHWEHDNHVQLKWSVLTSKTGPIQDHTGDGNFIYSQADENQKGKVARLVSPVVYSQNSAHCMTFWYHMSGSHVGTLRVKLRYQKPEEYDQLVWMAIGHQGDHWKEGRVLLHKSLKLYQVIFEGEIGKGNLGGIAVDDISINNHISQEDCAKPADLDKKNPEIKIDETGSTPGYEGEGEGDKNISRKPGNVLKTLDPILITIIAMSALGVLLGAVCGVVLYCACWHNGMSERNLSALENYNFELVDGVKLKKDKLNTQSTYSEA
MLLE-PAM2 inh – inhibitors of PABP1 MLLE–PAM2 peptide binding, primary screen, biochemical, fluorescence polarization, FITC-PAM2, GST-MLLE | Polyadenylate-binding protein 1 (Homo sapiens), P11940 | inhibition, % at 20 µM | actives 0.36% (n = 360,000); in the data active = inhibition above about 35%, passing the limit was not always enough;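 also: plate controls were DMSO wells with GST-MLLE for no effect and wells lacking GST-MLLE protein for full effect; some results filed as inactive read as strong as hits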
MT1-MMP act inh – blockers of MT1-MMP proenzyme processing, primary screen, HT1080 RFP-PRO-GFP cells, GFP/RFP fluorescence | Matrix metalloproteinase-14 (Homo sapiens), P50281 | GFP/RFP ratio fluorescence, overnight; percent of plate control window, DMSO zero | GFP/RFP ratio change, % at 20 µM | actives 0.061% (n = 360,000);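 active = GFP/RFP ratio change of at least 30% with cell ATP level not reduced by more than half and red fluorescence within 50% of control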; also: strong numbers were not always called active
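Compound: 20 µM single dose, 1% DMSO / System: HT1080 RFP-PRO-GFP cells / Controls: DMSO and RFP-L50D-GFP cell wells / Read-out basis: GFP/RFP fluorescence ratio / Schedule: overnight compound exposure at 37 °C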
FAS-TE inh – FAS thioesterase domain inhibitors, primary screen, biochemical, fluorescence intensity, uHTS; actives 0.67% (n = 360,000); inhibition, % at 15 µM; Fatty acid synthase (Homo sapiens), P49327; recombinant FAS-TE, OMFH fluorogenic substrate, fluorescence endpoint; AID 602261, 2012;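 active = compounds whose normalised, plate-corrected inhibition of enzyme fluorescence in the single-dose primary screen is 50% or more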;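 also: 0% = DMSO with enzyme and 100% = substrate without enzyme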
* = called active by the depositor; x = not tested or not shown.

entry	structure	MsrA inhibitor	E coli Lon inh	SKN-1 inh	TbMetRS inhib	bovine MsrA act	NRP1-CendR mod	MLLE-PAM2 inh	MT1-MMP act inh	FAS-TE inh
1	Cc1ccc(/C=N/n2c(C)nnc2C)o1	0.7	-2	5	-0.1	-3	-9	21	-1	-8
2	Cc1cc(NC(=O)c2cccc(COc3ccc(Br)cc3)c2)no1	-0.1	-9	-12	0.1	-2	2	-9	0	2
3	N#Cc1nc(Cc2ccccc2)oc1N1CCN(c2ccccc2)CC1	1.9	3	12	-0.6	-1	4	6	9	23
4	O=C(CSc1nnc(CNC(=O)c2c(F)cccc2Cl)o1)Nc1ccc2c(c1)OCO2	0.3	-8	-1	-0.6	-4	-11	2	3	-6
5	Cc1ccc(C)c(NC(=O)CSc2nnc([C@@H](N)Cc3ccccc3)o2)c1	2.0	11	-17	-0.1	-1	-12	16	2	-7
6	COc1cc(/C=C/C(=O)OCC(=O)NC2CC2)cc(S(=O)(=O)N2CCc3ccccc32)c1OC	0.3	-10	7	-1.6	-7	-3	-13	2	-2
7	Cc1[nH]n2c(=O)c(C#N)c(-c3ccccc3)nc2c1-c1ccccc1	-0.1	-2	-1	-1.1	-3	-16	6	1	-4
8	CCCCN(CCCC)S(=O)(=O)c1ccc(NC(=O)CN2CCOCC2)cc1	x	1	-2	-0.8	3	-162	5	-1	5
9	O=C(Cn1cnc2c(nnn2Cc2ccccc2)c1=O)NCC1CCCO1 (stereo unspecified)	0.1	-8	1	0.1	-2	-6	-2	2	-10
10	CCc1ccc(OCc2ccc(C(=O)O)o2)cc1	0.9	2	5	-0.6	-4	-1	0	2	-8
11	CCOC(=O)CC1CCCCN1C(=O)c1ccc2oc(CCc3ccccc3)nc2c1 (stereo unspecified)	-0.5	-10	-7	0.2	1	8	3	1	8
12	COc1ccc(NC(=O)CSc2nc3scc(C)c3c(=O)[nH]2)cc1	0.7	-1	19	0.0	-3	13	4	6	-6
13	O=C(CP(=O)(c1ccccc1)c1ccccc1)N1CCOCC1	1.4	2	-4	0.4	-3	12	-2	2	-4
14	CCOC(=O)c1c(S(=O)(=O)N2CCc3ccccc32)c(C)n(C)c1C	0.7	-8	14	-0.5	-2	15	-15	-4	2
15	O=S(=O)(Nc1cc(S(=O)(=O)N2CCOCC2)ccc1N1CCCC1)c1cccs1	0.4	11	7	0.0	-5	-4	18	-2	-6
16	COc1cc(OC)cc(C(=O)NC(C(=O)Nc2ccc(N3CCOCC3)cc2)C(C)C)c1 (stereo unspecified)	-0.2	-2	8	-0.4	-1	-5	-12	-7	-4
17	CCCCCCCCNS(=O)(=O)CCNCc1ccc(OC)cc1	0.4	-7	2	-1.1	1	-6	0	0	5
18	O=C1NC(c2ccccc2)Nc2c1sc(=S)n2-c1ccccc1 (stereo unspecified)	2.3	7	22	0.2	-2	2	25	-6	2
19	Cc1ccc(OCCCCCCN2CCNCC2)cc1	0.1	7	8	-0.8	-4	8	4	5	-4
20	COc1cc2cc(C(=O)N[C@@H](Cc3ccccc3)C(=O)O)n(C)c2c(OC)c1OC	1.9	4	5	0.2	-3	10	-13	3	-6
21	Cc1ccc(-n2[nH]c(C)c(C=Nc3ccc(S(=O)(=O)Nc4nccs4)cc3)c2=O)cc1C	0.4	1	8	-3.7	-3	1	10	1	-1
22	Cc1nn(Cc2ccc(F)cc2)c(C)c1NC(=O)c1noc2c1CCc1ccccc1-2	0.3	2	-10	-0.2	1	-17	-6	-1	18
23	CCC(C)NC(=O)Cn1cnc2sc(C)cc2c1=O (stereo unspecified)	-0.8	-5	-21	1.8	-14	-1	0	-3	-9
24	COc1ccc(C2SCC(=O)N2c2ccc(C)cc2)cc1 (stereo unspecified)	1.3	-6	18	-0.7	-2	3	-6	-2	4
25	N#Cc1cc2ccc(N3CCOCC3)cc2cc1C#N	0.0	-1	3	3.6	-4	20	12	9	74*
26	Cn1nccc1C(=O)Nc1sc2c(c1C(N)=O)CCCC2	1.4	5	12	-1.1	-7	-2	-12	-3	-3
27	CC(C)OC(=O)Cc1nc2sc(-c3ccccc3)cc2c(=O)[nH]1	2.1	-8	-4	-0.6	-2	-17	-73	-29	2
28	CC(=O)c1ccc(N2Cc3ccccc3/C2=N\C(=O)Nc2ccc(Cl)cc2)cc1	-1.0	-9	9	-0.1	-4	3	23	6	0
29	Cc1ccc(F)c(S(=O)(=O)NC(=O)C2(C)CCN2C(=O)Cc2ccc(Cl)cc2Cl)c1 (stereo unspecified)	-0.3	-6	4	-0.1	-4	3	-1	2	-10
30	Cc1oc(-c2cccc(Cl)c2)nc1CN1CCC(C(=O)N2CCN(c3ccccc3F)CC2)CC1	-1.0	-9	-3	-1.2	-5	3	-4	8	-2
31	COc1ccccc1CNC(=O)/C=C/c1cc2c(cc1Br)OCO2	-0.2	6	25	-1.4	-4	-9	-3	-4	0
32	CCCCC(=O)N(C)c1c(C)nc2ccc(C(=O)N3CCNC(=O)C3)cn12	-1.1	-2	16	-0.1	-2	15	-5	3	-7
33	CC(C)Oc1cc2oc(=O)c3c(c2cc1Cl)CCC3	-0.5	-8	14	-1.2	-11	-6	-6	2	-9
34	CCOCCCNc1nc2c(c(=O)[nH]c(=O)n2C)n1CCCc1ccccc1	0.9	-11	-1	-0.2	-4	10	7	11	-1
35	CC(C)Sc1nnc([C@H](Cc2c[nH]c3ccccc23)NC(=O)OC(C)(C)C)o1	-0.1	1	7	0.0	-4	12	-121	-2	7
36	O=C1/C(=C/c2ccncc2)N=C2CCCCCN12	2.2	-12	12	0.2	-3	1	3	-1	-3
37	COc1ccc(NC(=O)CSc2nnc(C3CC3)n2-c2ccccc2)cc1	-0.3	4	-14	-0.7	-14	0	7	-1	-1
38	O=C(COC(=O)CNS(=O)(=O)/C=C/c1ccccc1)Nc1cc(S(=O)(=O)N2CCCCC2)ccc1Cl	1.2	-4	-3	-0.1	-11	-15	-2	2	-4
39	N#CCOc1ccccc1/C=C/c1nc2ccccc2c(=O)[nH]1	1.5	-8	-8	-0.9	-9	12	-5	-2	-2
40	COc1cccc(-n2c(COc3ccc(C)cc3)nnc2SCC(=O)O)c1	1.0	-2	2	-0.2	-3	-9	-35	3	1
41	O=C(O)c1ccc(Cn2cnc3scc(-c4ccccc4)c3c2=O)cc1	0.5	-7	-12	0.4	-2	10	-10	0	-4
42	O=C(c1ccccc1-c1nc(-c2ccccc2)no1)N1CCOCC1	-0.5	-2	16	0.2	-2	-10	13	9	-8
43	O=C(COc1ccc(S(=O)(=O)NC2CCCCC2)cc1Cl)NCc1ccc2c(c1)OCO2	-0.3	0	6	-0.7	1	4	0	25	19
44	CCN(CC)C(=O)CSc1nnc(CNc2ccc(F)cc2)n1-c1ccccc1	1.0	1	18	-1.0	-6	4	2	6	-6
45	Cc1cc(-c2nnn(CCCOC(C)(C)C)c2C)ccc1-c1cn(CCCOC(C)(C)C)nn1	-1.5	6	37*	-0.5	-3	-20	-8	-5	1
46	CCOC1(NC(=O)c2ccccc2)C(C)=CC(=O)C=C1C	1.6	2	7	-0.2	-3	5	25	-2	-9
47	COc1ccc(CN(C)C(=O)Cn2cnc3c(SC)nc(N)nc32)cc1OC	-1.3	-9	8	-0.9	-3	-17	17	-2	-5
48	O=C(NCC1CCCO1)C1CCC(N2C(=O)c3ccccc3C2=O)CC1 (stereo unspecified)	-0.5	-1	7	-1.1	-7	0	14	3	-12
49	CCCCCCCCC(=O)NCCOc1ccc(OC)cc1	-0.1	-14	6	-0.4	-4	-2	-13	-11	-5
50	CNc1ccccc1C(=O)OC(C)C(=O)Nc1ccc(S(=O)(=O)N2CCCC2)cc1 (stereo unspecified)	0.9	-11	16	0.1	-4	10	-1	2	14
51	CCCc1cc(=O)[nH]c(SCC(=O)N(C)C2CCS(=O)(=O)C2)n1 (stereo unspecified)	-0.4	-3	1	0.4	0	13	11	2	-6
52	NCC(O)CN(c1ccccc1)c1ccccc1 (stereo unspecified)	-1.3	0	0	0.6	-5	-6	-1	-2	-2
53	COc1ccc(-c2csc(NC(=O)Cc3cc(OC)c(OC)c(OC)c3)n2)cc1OC	0.9	-15	-21	-0.1	-1	-2	0	-2	0
54	Cc1nc2ccc(S(=O)(=O)NCC(=O)Nc3cccc(F)c3)cc2s1	1.1	-2	-7	0.1	-2	19	-13	1	-3
55	COc1cc(OC)cc(C(=O)NNC(=O)c2cc3c(s2)CCCC3)c1	0.1	1	1	0.8	0	3	8	-1	-3

6 of these compounds, reformatted.
Results follow in this order: MsrA inhibitor, E coli Lon inh, SKN-1 inh, TbMetRS inhib, bovine MsrA act, NRP1-CendR mod, MLLE-PAM2 inh, MT1-MMP act inh, FAS-TE inh
[47] COc1ccc(CN(C)C(=O)Cn2cnc3c(SC)nc(N)nc32)cc1OC
  -1.3, -9, 8, -0.9, -3, -17, 17, -2, -5
[48] O=C(NCC1CCCO1)C1CCC(N2C(=O)c3ccccc3C2=O)CC1 (stereo unspecified)
  -0.5, -1, 7, -1.1, -7, 0, 14, 3, -12
[49] CCCCCCCCC(=O)NCCOc1ccc(OC)cc1
  -0.1, -14, 6, -0.4, -4, -2, -13, -11, -5
[50] CNc1ccccc1C(=O)OC(C)C(=O)Nc1ccc(S(=O)(=O)N2CCCC2)cc1 (stereo unspecified)
  0.9, -11, 16, 0.1, -4, 10, -1, 2, 14
[51] CCCc1cc(=O)[nH]c(SCC(=O)N(C)C2CCS(=O)(=O)C2)n1 (stereo unspecified)
  -0.4, -3, 1, 0.4, 0, 13, 11, 2, -6
[52] NCC(O)CN(c1ccccc1)c1ccccc1 (stereo unspecified)
  -1.3, 0, 0, 0.6, -5, -6, -1, -2, -2
